# Screens (PubChem)
# M. tuberculosis: growth inhibition of non-replicating M. tuberculosis (AID 488890); Mycobacterium tuberculosis non-replicating, growth inhibition; higher % means a stronger effect; one-dose inhibition, % at 25 µM; IC50 in µM for titrated hits; 320,000 compounds, 0.39% hits; in the data active means a potency from the dose series; inconclusive means inhibition mostly from about 82% at the one dose, without a potency; inactive means the rest, 99 in 100 with inhibition below about 76%;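 further: plate controls were DMSO cells for no effect and high antibiotic wells for full effect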
# M. tuberculosis HTS: M. tuberculosis growth inhibition, HTS (AID 449762). M. tuberculosis H37Rv growth inhibition, 7H9 media; higher % means a stronger effect. inhibition, % at 25 µM; hits with a dose series show IC50 in µM. 330,000 compounds, 0.59% hits; in the data active means a potency from the dose series; inconclusive means inhibition above about 70% without an active follow-up result;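 further: bacterial growth assessed after seven days of incubation; strong numbers were not always called active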
# PhoP GFP inhibition: PhoP regulon inhibitors, Salmonella typhi PhoP promoter GFP reporter, confirmatory (AID 1850) | Salmonella Typhi PhoP-promoter GFP reporter, fluorescence, 4 h; higher % means a stronger effect | one-dose inhibition, % at 50 µM; IC50 in µM for titrated hits | 310,000 compounds, 0.33% hits; in the data active means a potency from the dose series; inconclusive means inhibition mostly from about 25% at the one dose, without a potency; inactive means the rest, 99 in 100 with inhibition below about 19%;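 further: 0% = induced wells with vehicle and 100% = uninduced wells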
# VEEV TC-83 Vero: inhibitors of VEEV TC-83 cytopathic effect, confirmation, Vero cells (AID 588727). 350,000 compounds, 0.13% hits. Vero cells, VEEV TC-83 cytopathic effect inhibition; higher % means a stronger effect. one-dose inhibition, % at 20 µM; IC50 in µM for titrated hits; in the data active means a potency from the dose series; inconclusive means inhibition mostly from about 14% at the one dose, without a potency; inactive means the rest, 99 in 100 with inhibition below about 12%; further: strong numbers were not always called active
# H1N1 NS1A inhibition: NS1A inhibition, H1N1 influenza, cell based functional assay (AID 504329) | NS1A functional cell-based assay, percent inhibition; higher % means a stronger effect | inhibition, % at 12.5 µM, or IC50 in µM where a hit was titrated | 340,000 compounds, 0.3% hits; in the data active means a potency from the dose series; inconclusive means inhibition above about 27% without an active follow-up result; further: strong numbers were not always called active
# VEEV TC-83 Vero 10K pilot screen: also measured in VEEV TC-83 Vero; calls as there; inhibition, %; measured here: 10K pilot screen inhibition
# The depositor's hits bear a star; i = inactive; ? = inconclusive; . = not tested or not shown.
SMILES,M. tuberculosis,M. tuberculosis HTS,PhoP GFP inhibition,VEEV TC-83 Vero,H1N1 NS1A inhibition,others
CCOc1ccc(S(=O)(=O)N2CCOCC2)cc1NC(=O)CSCC(=O)Nc1ccc(OC)cc1,.,.,.,2.1%,6%,
COCCCNC(=O)C12CCC(C)(C(=O)C1)C2(C)C (stereo unspecified),-7%,-10%,-4%,i,-9%,
CC1CCCCN1c1ncnc(N)c1[N+](=O)[O-] (stereo unspecified),-15%,-10%,2%,1.4%,-4%,
C=CCc1c(NCCO)nc(C)[nH]c1=O,-20%,0%,-10%,0.9%,-6%,
N#Cc1cc(C(=O)c2cc(F)ccc2O)cn(Cc2ccccc2)c1=O,13%,-2%,2%,8.4%,-4%,
Fc1ccccc1-c1nc2ncccc2o1,-4%,-2%,14%,1.2%,-2%,
O=c1c(S(=O)(=O)c2ccc(Cl)cc2)cn(Cc2ccccc2F)c2ccc(F)cc12,-15%,-5%,-7%,8.2%,1%,
COc1ccccc1C1CC(c2ccc(Cl)cc2)Nc2nc(N)nn21 (stereo unspecified),39%,-1%,11%,0.8%,-10%,
CCCN(CC(=O)Nc1ccccc1C)C(=O)c1ccc(N2CCOCC2)c([N+](=O)[O-])c1,6%,6%,-5%,2.2%,-10%,
CCOC(=O)C1CCN(C(=S)NC(=O)c2cccs2)CC1,20%,1%,3%,0.5%,-5%,
CC(C)(C)OC(=O)NCCCCC1=CC2=CC(=O)C(C)(OC(=O)c3ccco3)C(=O)C2=CO1 (stereo unspecified),19%,-6%,5%,.,.,
COc1ccc(/C=C2\N=C(C)N(c3ccc(C(=O)O)cc3)C2=O)cc1OC,-6%,34%,-3%,i,-1%,
COc1ccc(OCc2nc3ccccc3[nH]2)cc1,8%,2%,18%,1.2%,-2%,
Cc1ccc(C)c(S(=O)(=O)N2CCCC2CNC(=O)C(=O)NC2CC2)c1 (stereo unspecified),-15%,-3%,2%,2.8%,-4%,
Cc1ccc(S(=O)(=O)N2CCN(C(=O)c3cc(C4CC4)nc4c3cnn4C(C)C)CC2)cc1,21%,-2%,.,4.2%,-15%,
CCOC(=O)C(=NC1CCS(=O)(=O)C1)NNc1ccccc1Cl (stereo unspecified),20%,-4%,-1%,i,-13%,
COCCCNc1nc2c(c(=O)n(Cc3ccc(F)cc3)c(=O)n2C)n1C,1%,3%,-4%,2.5%,-2%,
C=C(C)Cn1c(C)cc(C)c(S(=O)(=O)c2ccccc2C)c1=O,45%,-2%,18%,i,1%,
Cc1ccc(CNC(=O)CCS(=O)(=O)c2cccc3nsnc23)cc1,-1%,-2%,3%,0.2%,0%,
CCOC(=O)C1CCN(C(=O)c2cc(-c3ccncc3)nc3ccccc23)CC1,-4%,-2%,.,4.7%,2%,
C/C(O)=C\c1nc2ccccc2oc1=O,3.2µM*,0.77µM*,44µM*,0.6%,11%,
Cc1ccsc1/C=N/NC(=O)c1ccc(Cn2cc(Br)cn2)o1,5%,-8%,-8%,0.7%,-6%,
Cc1ccc(CN2CCN(Cc3cn(C)nc3-c3ccccc3)CC2CCO)o1 (stereo unspecified),2%,-17%,3%,0.4%,1%,
O=C(CSc1ccc(-c2cccc([N+](=O)[O-])c2)nn1)NC1CCCC1,5%,-1%,5%,1.3%,-4%,
Cc1nc(SCc2nc3c(F)cccc3[nH]2)c2oc3ccccc3c2n1,-2%,-3%,.,1.1%,2%,

# By substructure: those above containing two or more sulfur atoms (3)
SMILES,M. tuberculosis,M. tuberculosis HTS,PhoP GFP inhibition,VEEV TC-83 Vero,H1N1 NS1A inhibition,others
CCOc1ccc(S(=O)(=O)N2CCOCC2)cc1NC(=O)CSCC(=O)Nc1ccc(OC)cc1,.,.,.,2.1%,6%,
CCOC(=O)C1CCN(C(=S)NC(=O)c2cccs2)CC1,20%,1%,3%,0.5%,-5%,
Cc1ccc(CNC(=O)CCS(=O)(=O)c2cccc3nsnc23)cc1,-1%,-2%,3%,0.2%,0%,

# Back to the main list, repeating the three entries before the break.
SMILES,M. tuberculosis,M. tuberculosis HTS,PhoP GFP inhibition,VEEV TC-83 Vero,H1N1 NS1A inhibition,others
Cc1ccc(CN2CCN(Cc3cn(C)nc3-c3ccccc3)CC2CCO)o1 (stereo unspecified),2%,-17%,3%,0.4%,1%,
O=C(CSc1ccc(-c2cccc([N+](=O)[O-])c2)nn1)NC1CCCC1,5%,-1%,5%,1.3%,-4%,
Cc1nc(SCc2nc3c(F)cccc3[nH]2)c2oc3ccccc3c2n1,-2%,-3%,.,1.1%,2%,
N#Cc1ccccc1OCC(O)CS(=O)(=O)c1ccccc1 (stereo unspecified),-5%,-1%,8%,1.2%,5%,
COC(=O)c1ccc(C(=O)OC)c(NC(=O)CSc2nc(-c3ccco3)cc(C(F)(F)F)n2)c1,.,.,.,1.1%,1%,
Cc1ccc(S(=O)(=O)Nc2c(NC3CCCCC3)c3ccccc3oc2=O)c(C)c1,23%,7%,6%,7.6%,0%,
CC1NC(=O)c2ccccc2-n2c1nc1cc(F)ccc1c2=O (stereo unspecified),-7%,-6%,.,.,.,
CC(OC(=O)C1CCN(S(=O)(=O)c2ccc(Cl)cc2)CC1)C(=O)N1CCc2ccccc21 (stereo unspecified),14%,-5%,3%,2.9%,2%,VEEV TC-83 Vero 10K pilot screen=1.4
Cc1cccc2nnc(-c3ccccc3)n12,.,.,.,6.9%,-24%,
CCCN(CCC)S(=O)(=O)c1ccc(C(=O)NCc2ccco2)cc1,-1%,-6%,0%,0.2%,-22%,
Cc1ccc(Sc2cc(C(F)(F)F)nc(N(C)C)n2)cc1,-9%,-11%,0%,i,-5%,
Cc1cccc(-c2cc(C(=O)Nc3ccc4c(c3)OCCO4)c3ccccc3n2)c1,15%,11%,1%,9.6%,4%,
CCC(NC(=S)NC1CCCCC1)c1ccc(C)cc1 (stereo unspecified),?,9%,-5%,1.5%,4%,
CCOC(=O)C1=C(C)Nc2nc(SCC)[nH]c(=O)c2C1c1ccncc1 (stereo unspecified),4%,-7%,0%,0.3%,-17%,
COc1cccc(Nc2nnc(SCC3CCCCO3)s2)c1 (stereo unspecified),68%,-7%,3%,0.9%,7%,
Cc1ccsc1-c1nc(CN2CCN(C)C(=O)[C@@H]2C)c(C)o1,-8%,-6%,4%,i,-10%,
NC(=O)c1cc(-c2ccccc2)nc(N2CCOCC2)n1,2%,2%,5%,6.0%,-2%,
C=CCN(CC(=O)NC1CC1)S(=O)(=O)c1cccc(C(F)(F)F)c1,-3%,-1%,.,0.2%,-3%,
Cc1c(S(=O)(=O)NC2CCCCC2)c(=O)n(C)c(=O)n1C,-9%,-5%,-3%,0.9%,-7%,
N#Cc1nc(Cc2cccc3ccccc23)oc1NCC1CCCO1 (stereo unspecified),9%,4%,4%,i,6%,
O=C(Cn1ncnn1)OCc1ccccc1Cl,-4%,-8%,3%,i,-10%,
C/C(=N\NC(=O)c1ccc(Br)cc1)C1C(=O)c2ccccc2C1=O,?,-5%,-3%,3.4%,-4%,
S=c1[nH]nc(-c2c[nH]c3ccccc23)o1,-20%,-1%,0%,i,-7%,
COCCN(CCOC)c1ncnc2c1cnn2-c1ccccc1,.,10%,-8%,4.2%,-2%,
Cc1n[nH]c(=O)nc1Nc1ccc(O)cc1,22%,5%,-12%,2.6%,9%,
Cc1cc(OCC(=O)Nc2ccccc2N2CCCC2)ccc1C(C)C,4%,26%,2%,0.3%,0%,
Cc1cc(C)cc(-n2c(C)cc(/C=N/NC(=O)CSc3ncccn3)c2C)c1,54%,0%,2%,6.2%,12%,
CCN(CC)CCCNC(=O)N[C@@H](Cc1ccccc1)C(=O)O,-2%,-1%,-6%,1.1%,5%,
# New compounds follow.
SMILES,M. tuberculosis,M. tuberculosis HTS,PhoP GFP inhibition,VEEV TC-83 Vero,H1N1 NS1A inhibition,others
CN(C(=O)COC(=O)c1cc2ccccc2oc1=O)C1CCCCC1,23%,7%,.,2.8%,-6%,
CCOC(=O)c1oc2ccccc2c1NC(=O)c1ccc2c(c1)OCO2,-6%,2%,0%,4.2%,-1%,
COC(=O)c1ccc(CN2CCCC(C(=O)Nc3ccc(-c4ccn[nH]4)cc3)C2)cc1 (stereo unspecified),-3%,5%,-15%,8.9%,-1%,
COc1ccc(CCNC(=O)Cn2cnc3sc(C)c(-c4ccc(F)cc4)c3c2=O)cc1OC,18%,4%,5%,6.7%,-9%,
O=c1c2ccccc2nnn1Cc1ccc2ccccc2c1,68%,4%,-5%,4.3%,-5%,
COc1nc(Cl)cn(-c2ccc(C)cc2)c1=O,2%,-2%,-20%,0.7%,-3%,
Cc1c(-c2ccc(F)cc2)nc(N)c(C#N)c1-c1cccnc1,8%,4%,0%,0.8%,.,
CN(C)CCCNc1cc(Cl)c(S(=O)(=O)N2CCCCC2)cc1C(=O)O,.,.,.,i,-13%,
C/C(=N\Nc1nc2c(s1)CCCC2)c1ccc(Cl)cc1,?,?,8%,5.5%,-117%,
COc1ccc(Cl)cc1C(=O)C1CCCN(CCO)C1 (stereo unspecified),6%,-7%,27%,1.0%,-1%,
Cc1cccc(C(=O)Nc2ccc(N3CCN(c4ccc(C(F)(F)F)cn4)CC3)nc2)c1,-4%,-1%,9%,0.5%,1%,
CC1CC[C@@]2(OC1)O[C@H]1CC3[C@@H]4C[C@@H](O)[C@@]5(O)C[C@@H](O)[C@H](O)C[C@]5(C)[C@H]4CC[C@]3(C)[C@H]1[C@@H]2C (stereo partly specified),-9%,-8%,-8%,i,2%,
CC(C)c1[nH]nc2c1C(c1ccco1)C(C#N)=C(N)O2 (stereo unspecified),9%,-2%,-8%,1.9%,-6%,
O=C(c1ccc(Cn2c(=S)[nH]c3ccc(N4CCOCC4)cc3c2=O)cc1)N1CCN(c2ccc(F)cc2)CC1,54%,10%,-3%,0.3%,-6%,
CSCC[C@H](NC(=O)c1cc([N+](=O)[O-])ccc1Cl)c1nc2ccccc2[nH]1,22%,5%,-16%,0.3%,6%,
COc1ccc(N(CC(=O)N2CCN(Cc3ccccc3)CC2)S(C)(=O)=O)c(OC)c1,13%,0%,-11%,0.5%,-4%,
CCCC(C)NC(=S)Nc1cc(C)cc(C)c1 (stereo unspecified),?,0%,7%,i,4%,
N#Cc1cnn2cc(CCN3CCOCC3)c(-c3ccc(F)cc3)nc12,-7%,-6%,1%,0.6%,-6%,
Cc1c(NC(=O)Nc2ccc(C#N)cc2)c(=O)n(-c2ccccc2)n1C,-5%,4%,-6%,0.4%,-6%,
O=C(O)C(Cc1cc2ccccc2[nH]1)N1C(=O)C2CC=C(Cl)CC2C1=O (stereo unspecified),-11%,1%,7%,0.1%,-4%,
CCCCN(C(=O)c1cc(CC)c(C)s1)c1c(N)n(CCC)c(=O)[nH]c1=O,27%,-1%,11%,2.5%,-14%,
Cn1c(-c2ccsc2)c(-c2cccs2)c2cc(-c3ccc4[nH]ccc4c3)ccc21,-1%,-3%,.,i,-3%,
CC(Oc1ccc(Cl)cc1)C(=O)NCC1CCCO1 (stereo unspecified),70%,-1%,5%,i,3%,
CCCCn1c(N)c(N(CC)C(=O)c2ccc3c(c2)S(=O)(=O)c2ccccc2C3=O)c(=O)[nH]c1=O,4%,0%,19%,2.2%,1%,
CC12CCC(O)CC1CCC1C2CCC2(C)C(C3=CC(=O)OC3)C(O)CC12O (stereo unspecified),.,.,.,?,3%,
COC(=O)c1ccc(Nc2cc(C)nc3ccccc23)cc1,22%,5%,13%,3.4%,3%,

# An excerpt from above in order of SMILES length, high to low:
SMILES,M. tuberculosis,M. tuberculosis HTS,PhoP GFP inhibition,VEEV TC-83 Vero,H1N1 NS1A inhibition,others
Cc1c(-c2ccc(F)cc2)nc(N)c(C#N)c1-c1cccnc1,8%,4%,0%,0.8%,.,
CC1NC(=O)c2ccccc2-n2c1nc1cc(F)ccc1c2=O (stereo unspecified),-7%,-6%,.,.,.,
N#Cc1nc(Cc2cccc3ccccc23)oc1NCC1CCCO1 (stereo unspecified),9%,4%,4%,i,6%,
